# Screens: PubChem, NMMLSC
# Myeloid diff 2: induction of myeloid progenitor differentiation, primary screen, cell-based, flow cytometry, MLPCN library; ER-HoxA9 myeloid progenitors, lysozyme-GFP differentiation; calls only at 10 µM; 360,000 tested, 1% active; AID 624256, 2012;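 active means normalized GFP-positive differentiation at or above the plate's own cutoff, the solvent-only control mean plus 3 SD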;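 further: cells exposed to compound for four days before flow analysis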
# Myeloid diff 2 GFP+ MAC1+ %: further read-out of Myeloid diff 2, marked with its call; GFP+ MAC1+ double positive, %; measured here: differentiation confirmed by MAC1 staining
# Active calls of the source: *; i = inactive; + = active, no number; & = joins results of further samples.
Structure	Myeloid diff 2	Myeloid diff 2 GFP+ MAC1+ %
O=C(COc1ccc([N+](=O)[O-])cc1)N(C1CCCCC1)C1CCS(=O)(=O)C1 (configuration not stated)	i	0.3
CCC1CCCCN1S(=O)(=O)c1c(C)n(C)c(=O)n(C)c1=O (configuration not stated)	i	0.9
COc1cccc(NC(=O)CN(C)C(C)C(=O)NC(=O)NC2CCCCC2)c1 (configuration not stated)	i	1.1
CCCCn1c(N)c(N(CC(C)C)C(=O)CSCc2ccc(Cl)c(Cl)c2)c(=O)[nH]c1=O	i	1.1
Cc1c(-c2ccccc2)cnc2c(C)cccc12	i	0.4
O=C1C2CCCN2C(=O)N1CCN1CCN(c2cccc(C(F)(F)F)c2)CC1 (configuration not stated)	i	0.7
CN(C(=O)CSc1nncn1-c1ccccc1)C1CCS(=O)(=O)C1 (configuration not stated)	i	1.1
COc1cccc(COC(=O)C2CC(=O)N(Cc3ccc(C)cc3)C2)c1OC (configuration not stated)	i	0.6
Cc1cccc(N2CCN(C(=O)CSc3nnnn3C3CC3)CC2)c1C	i	1.6
COc1cc(OC)cc(C(=O)NCCc2ccc(OC)c(OC)c2)c1	i	0.9
O=C1CC2(CCN(C(=O)c3ccc(F)c(F)c3)CC2)Oc2ccccc21	i	1.2
O=C(CN1C(=O)CSc2ccc(S(=O)(=O)N3CCOCC3)cc21)NCc1c(F)cccc1Cl	i	0.9
CCOc1ccccc1C(=O)NCC(=O)NC(C)c1ccc(-n2ccnc2)cc1 (configuration not stated)	i	0.8
CCOc1ccccc1C(=O)Nc1nnc(SCC(=O)N2CCCC2)s1	i	0.8
C[C@H](NC(=O)[C@@H]1CCCN1C(=O)[C@@H]1CCCN1C(=O)c1cccc2ccccc12)c1ccccc1	i	1.2
CCCCCCCCCCCC1=C(O)C(=O)C=C(O)C1=O	i	3.6
COc1ccc(-c2nnc(SC(C)C(=O)NC3CC3)o2)cc1 (configuration not stated)	i	1.7
N#Cc1cccc(NC(=O)COC(=O)C2CCC2)c1	i	0.9
Cc1ccc(-c2cc3onc(-c4ccccc4)c3c(=O)n2C)cc1	i	1.9
C=C(C1=CCN(S(=O)C(C)(C)C)[C@H]1CCO)c1ccccc1 (some centres not stated)	i	0.6
O=C(NCc1ccccc1)c1cc(C2CCCCN2C(=O)CCc2ccccc2)on1 (configuration not stated)	i	0.6
COC[C@H]1CCCN1c1ccc2c(c1)O[C@H](COCc1ccccc1)CN([C@H](C)c1ccccc1)S2(=O)=O	i	0.6
O=C(CSc1cccc(C(F)(F)F)c1)Nc1nnc(C2CC2)s1	i	0.8
COc1ccccc1OCC(=O)NC1CCSc2ccccc21 (configuration not stated)	i	1.2
COc1ccc(N2CC(C(=O)Nc3cc(C(F)(F)F)ccc3N3CCCC3)CC2=O)c(OC)c1 (configuration not stated)	i	0.9
COc1cc(C(=O)NCC(=O)NCC(c2ccco2)N2CCCCC2)cc(OC)c1OC (configuration not stated)	i	1.1
CC(=O)Nc1ccc(-c2ccnc3c2CC(C)(C(=O)NCCc2ccccc2)O3)cc1 (configuration not stated)	i	0.9
CCN1C(=O)[C@H]2[C@H]3CN=C(SCc4ccc(C#N)cc4)N3[C@@](C)(C(=O)OC)[C@H]2C1=O	i	0.4
CN1CCN(S(=O)(=O)c2ccc(C#N)cc2)C(c2ccccc2)C1 (configuration not stated)	i	0.8
CC1(C)C(=O)NC(=O)N1Cc1ccccc1	i	2.1
Cc1ccc(S(=O)(=O)NCC(c2ccco2)S(=O)(=O)c2ccccc2)cc1 (configuration not stated)	i	1.4
COc1ccc([C@@H]2C[C@H]3[C@@H](CN2S(=O)(=O)c2ccccc2)C(=O)C[C@@H](c2cccc4ccccc24)N3S(=O)(=O)c2ccc(C)cc2)cc1	i	2.2
CCOC(=O)CC1=CCc2c1ccc(OC)c2OC	i	0.6
COc1ccccc1N(C)S(=O)(=O)c1ccc(Cl)c(C(=O)NCc2cccnc2)c1	i	0.8
Cc1cc(C)c(NC(=O)CN2C(=O)NC3(CCc4ccccc43)C2=O)c(Cl)c1 (configuration not stated)	i	1.6
Cc1ccc(C)c(S(=O)(=O)N2CCCCC2CCNC(=O)C(=O)NCc2ccco2)c1 (configuration not stated)	i	0.8
CN(CC(=O)Nc1ccc(Cl)cc1)C(=O)c1sccc1-c1ccccc1	i	0.1
CN(C(=O)C=Cc1ccccc1)c1ccccc1	i	1.2
COC(=O)CCCn1cc(CN2CC(N3CCCCC3)CS2(=O)=O)nn1 (configuration not stated)	i	1.3
O=C(OCC(=O)c1ccc[nH]1)c1ccc(F)c(S(=O)(=O)N2CCOCC2)c1	i	0.8
COC(=O)[C@@]1(Cc2ccccc2)[C@H]2C(=O)N(C)C(=O)[C@H]2[C@H]2CN=C(SCc3ccccc3)N21	i	1.3
CC(NC(=O)C1=CC=CN2CCS(=O)(=O)N=C12)c1ccc(Cl)cc1Cl (configuration not stated)	i	0.4
Cc1cc(NC(=O)Nc2ccc3c(ccn3C)c2)sn1	i	1.0
CC1(C(=O)Nc2cccc(C(F)(F)F)c2)Cc2c(-c3cccc(C(N)=O)c3)ccnc2O1 (configuration not stated)	i	1.7
O=C1C(Cc2ccccc2)Nc2ncnc(N3CCOCC3)c2N1Cc1ccc(Cl)cc1 (configuration not stated)	i	1.3&1.0
CNc1cccc(-c2cc(OC)c(OC)c(OC)c2)n1	i	0.7
O=C(COC(=O)Cc1ccc(Cl)cc1)NC1CCCC1	i	0.2
CC(C)CN(C(=O)COC(=O)C12CC3CC(CC(C3)C1)C2)c1c(N)n(Cc2ccccc2)c(=O)[nH]c1=O	+	2.9*
COC(=O)[C@H]1C[C@H](OC(=O)NCC2CCCCC2)[C@@]2(O)CN(S(=O)(=O)c3ccc(C)cc3)CC2[C@H]1C(=O)OC (some centres not stated)	i	2.1
CCOC(=O)C1(C)CCCN1C(=O)c1cc(F)ccc1C (configuration not stated)	i	2.4
Nc1ccc(C#Cc2ccc3oc4ccccc4c(=O)c3c2)cc1	i	2.1
O=C(Nc1cccc(S(=O)(=O)NC2=NCCC2)c1)c1ccc(F)cc1F	i	0.4
CCN1CCN(c2ccc(S(=O)(=O)N3CCCCC3)cc2NC(=O)/C=C/c2ccc(OC(F)F)cc2)CC1	i	6.2
COCCNc1nc(NCCOc2ccccc2Cl)c2sc(-c3ccccc3)cc2n1	i	1.2
CCCCn1c(N)c(N(CCOC)C(=O)CCNC(=O)c2ccc(Cl)cc2)c(=O)[nH]c1=O	i	0.4
COc1cc(/C=C/C(=O)OCC(=O)N2CCCc3ccccc32)ccc1O	i	0.4
NS(=O)(=O)c1ccc(NC(=S)Nc2ccc(S(=O)(=O)Nc3nccs3)cc2)cc1	i	0.6
COc1ccc(NC(=O)CSc2nc(N)cc(=O)[nH]2)cc1S(=O)(=O)N1CCCCC1	i	0.5
COCCN(C(=O)CSCC(=O)Nc1cccc(C)c1)c1c(N)n(Cc2ccccc2)c(=O)[nH]c1=O	i	0.7
CC1CCCCC12NC(=O)N(CC(=O)N1CCN(C(=O)c3cccs3)CC1)C2=O (configuration not stated)	i	0.7

# Next section, overlapping the part above by four compounds.
Structure	Myeloid diff 2	Myeloid diff 2 GFP+ MAC1+ %
NS(=O)(=O)c1ccc(NC(=S)Nc2ccc(S(=O)(=O)Nc3nccs3)cc2)cc1	i	0.6
COc1ccc(NC(=O)CSc2nc(N)cc(=O)[nH]2)cc1S(=O)(=O)N1CCCCC1	i	0.5
COCCN(C(=O)CSCC(=O)Nc1cccc(C)c1)c1c(N)n(Cc2ccccc2)c(=O)[nH]c1=O	i	0.7
CC1CCCCC12NC(=O)N(CC(=O)N1CCN(C(=O)c3cccs3)CC1)C2=O (configuration not stated)	i	0.7
COc1cc(F)ccc1-c1cc(C(=O)NCc2ccc(C(F)(F)F)cc2)[nH]n1	i	1.0
Cc1c(NC(=O)c2cc(S(=O)(=O)N3CCCCC3)ccc2Cl)c(=O)n(-c2ccccc2)n1C	i	0.9
Cc1cccc(Oc2ccccc2NC(=O)CN2C(=O)NC3(CCCC3)C2=O)c1	i	0.6
CCOC(=O)[C@]12CCCC=C1N(Cc1ccc(Cl)cc1Cl)C(=O)[C@H](CC(=O)NCc1cccs1)C2	i	0.6
COc1ccc(Cl)cc1C(=O)NNC(=O)c1nn(C)c(=O)c2ccccc12	i	0.5
Cn1nc(C(C)(C)C)cc1C(=O)N1CCCCC1c1cc(C(=O)Nc2ccccc2)no1 (configuration not stated)	i	1.1
CC(=O)c1c(C)[nH]c(C(=O)NCc2ccc(Cl)cc2)c1C	i	0.7
CC(C)N(Cc1ccccc1)C(=O)COC(=O)CCC(=O)c1ccc(F)cc1	i	1.6
Cc1ccc(CNC(=O)COC(=O)c2cccc(S(=O)(=O)N3CCCCC3)c2)cc1	i	0.9
COc1cc(OC)c2c(-c3ccccc3)cc(=O)oc2c1C(CCN1CCOCC1)c1ccc2c(c1)OCO2 (configuration not stated)	i	1.4
COc1ccc(-c2c(-c3cc(OC)cc(OC)c3)n(C)c3ccc(-c4ccc(S(N)(=O)=O)cc4)cc23)cc1	i	0.8
CC(C)c1ccc(Nc2nnc(SCC(=O)NCC3CCCO3)s2)cc1 (configuration not stated)	i	1.2
O=C(Nc1ccccc1)C1CCN(S(=O)(=O)c2ccc3c(c2)OCCO3)CC1	i	0.6
Cc1cc(Br)cn2c(Cc3cccc(Cl)c3)c(-c3cccc(Cl)c3)nc12	i	1.2
C=C1c2cccc(C(F)(F)F)c2O[C@H](C(=O)OCC)[C@H]1OC	i	1.1
CC1(C)N=C(N)N=C(N)N1c1ccc(OCC(=O)N2CCOCC2)cc1	i	2.6
O=C(O)C(C=C(Cl)Cl)N1CCOCC1 (configuration not stated)	i	1.5
CC1=C2C3OC(=O)C(C)C3CCC2(C)C=C(Cl)C1=O (configuration not stated)	i	0.8
O=C(COC(=O)c1ccc(O)cc1)Nc1ccc2c(c1)OCCO2	i	1.7
C[C@H]1CN([C@@H](C)CO)C(=O)CCCn2nncc2CO[C@@H]1CN(C)Cc1ccc(C(F)(F)F)cc1	i	0.6
Cn1c(=O)n(C)c2cc(NC(=O)c3ccccc3)ccc21	i	0.3
CCCCC(=O)N(C)c1c(C)nc2ccc(C(=O)N3CCN(C(C)=O)CC3)cn12	i	1.0
Cc1c(C2(O)CCCCC2)[nH]c2cnccc12	i	0.5
CCN(CC)c1ccc2c(C)cc(=O)oc2c1	i	1.5
Cc1cccc(OCC(=O)N(C)CC(=O)Nc2cccc(F)c2)c1C	i	0.2
CC(=O)Nc1ccc(-c2cc(C(=O)O)c3cc4ccccc4cc3n2)cc1	i	1.4
CCOC(=O)c1cc(-c2ccccc2)n(Cc2cc(CC)no2)n1	i	1.2
Cc1cc(=O)c(C(=O)O)c(C)n1-c1ccccc1	i	0.2
O=C(NCc1ccccn1)c1cccc(NS(=O)(=O)c2ccc(Br)cc2)c1	i	0.4
Cc1ccc(S(=O)(=O)N2CC(O)C2)cc1	i	1.2

# Next section (2 carried over from the part before).
Structure	Myeloid diff 2	Myeloid diff 2 GFP+ MAC1+ %
O=C(NCc1ccccn1)c1cccc(NS(=O)(=O)c2ccc(Br)cc2)c1	i	0.4
Cc1ccc(S(=O)(=O)N2CC(O)C2)cc1	i	1.2
CCOC(=O)N(C)C[C@H]1OCc2cnnn2CCCC(=O)N([C@@H](C)CO)C[C@H]1C	i	0.5
O=C(COC(=O)c1ccc(S(=O)(=O)N2CCCC2)cc1)NCCc1ccc(F)cc1	i	0.5
COc1ccccc1S(=O)(=O)N(C)C[C@@H]1OCc2cnnn2CCCC(=O)N([C@H](C)CO)C[C@H]1C	i	0.9
O=C(c1ccc(Br)c(S(=O)(=O)N2CCOCC2)c1)N1CCN(C/C=C/c2ccccc2)CC1	i	0.1
COc1ccc(Cl)cc1NC(=O)c1cccc([N+](=O)[O-])c1O	i	1.2
CC1CC(C)CN(C(=O)/C=C/c2ccc(S(=O)(=O)N3CCOCC3)cc2)C1 (configuration not stated)	i	0.9
Cc1nn(C2CCS(=O)(=O)C2)c(C)c1CN(C)C(=O)c1cccc(Cl)c1 (configuration not stated)	i	0.4
CC(C)(C)NC(=O)C(c1ccnc2ccccc12)n1c(=O)c(-c2ccco2)nc2ccccc21 (configuration not stated)	i	2.1
Cc1cc(C)n(-c2ccc(C(=O)N3CCN(S(=O)(=O)c4ccc(C(C)C)cc4)CC3)cc2)n1	i	0.3
CC(Oc1ccccc1C(N)=O)C(=O)Nc1ccc(S(=O)(=O)N2CCCC2)cc1 (configuration not stated)	i	0.6
COc1ccc(-c2nnc(NC(=O)CS(=O)(=O)c3ccc(F)cc3)o2)c(OC)c1	i	0.4
Cc1cccc([C@@H]2[C@@H]3C(=O)N(Cc4ccccc4)C(=O)[C@@H]3[C@]3(Cc4ccccc4)C(=O)N(c4cccc(F)c4)C(=O)N23)c1	i	2.0
Cc1ccc([C@H]2C[C@@H](O)[C@H](n3cc(C4CC4)nn3)CN2Cc2cccs2)cc1	i	1.2
CCc1nc2c(OCC(=O)C(C)(C)C)cccn2c1N(C)C(=O)Nc1ccccc1OC	i	0.7
COc1cccc(CN(C)C(=O)c2cc(S(=O)(=O)NC3CCCCC3)ccc2C)c1	i	0.5
Cc1nn(-c2ccccc2)c(C)c1CNC(=O)c1ccc(S(=O)(=O)NCc2ccco2)cc1	i	0.5
O=C(NCc1cccc(C(F)(F)F)c1)c1c[nH]c(=O)s1	i	2.6
Cc1ccc(NC(=O)COC(=O)c2ccc(-n3nc(C)cc3C)cc2)c(F)c1	i	0.8
CNCC[C@@H](Oc1ccccc1C)c1ccccc1	i	2.3

# Some of the compounds tested, so the mix of outcomes need not match the whole.
